Assay outcomes deposited in PubChem by National Center for Advancing Translational Sciences (NCATS).
EPAC1 antagonist: blocks human EPAC1 exchange factor. O95398. EPAC1 GEF assay, Rap1b-BODIPY-GDP exchange fluorescence. Potency, µM (doses to about 115 µM), for the others: at the top dose activity change, negative = inhibition, actives largely listed as inhibitors. 360,000 tested, 0.14% active. AID 720709;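 further: potency means the concentration at half of the fitted maximal effect; plate controls were vehicle for no effect and positive control for full effect; nearly all actives have a fitted effect of over 50% in size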
WRN helicase inh: blocks human WRN helicase | Q14191 | WRN helicase unwinding, fluorescent forked duplex, kinetic | Potency, µM (doses to about 114 µM), without a hit: top-dose activity change, negative = inhibition, usual class: inhibitors | 360,000 tested, 0.46% active; further: potency means the concentration at half of the fitted maximal effect; on the % scale 0 is the no-effect control and ±100 the full control effect; nearly all actives have a fitted effect of over 55% in size
Target sequence (Q14191 whole entry, looked up): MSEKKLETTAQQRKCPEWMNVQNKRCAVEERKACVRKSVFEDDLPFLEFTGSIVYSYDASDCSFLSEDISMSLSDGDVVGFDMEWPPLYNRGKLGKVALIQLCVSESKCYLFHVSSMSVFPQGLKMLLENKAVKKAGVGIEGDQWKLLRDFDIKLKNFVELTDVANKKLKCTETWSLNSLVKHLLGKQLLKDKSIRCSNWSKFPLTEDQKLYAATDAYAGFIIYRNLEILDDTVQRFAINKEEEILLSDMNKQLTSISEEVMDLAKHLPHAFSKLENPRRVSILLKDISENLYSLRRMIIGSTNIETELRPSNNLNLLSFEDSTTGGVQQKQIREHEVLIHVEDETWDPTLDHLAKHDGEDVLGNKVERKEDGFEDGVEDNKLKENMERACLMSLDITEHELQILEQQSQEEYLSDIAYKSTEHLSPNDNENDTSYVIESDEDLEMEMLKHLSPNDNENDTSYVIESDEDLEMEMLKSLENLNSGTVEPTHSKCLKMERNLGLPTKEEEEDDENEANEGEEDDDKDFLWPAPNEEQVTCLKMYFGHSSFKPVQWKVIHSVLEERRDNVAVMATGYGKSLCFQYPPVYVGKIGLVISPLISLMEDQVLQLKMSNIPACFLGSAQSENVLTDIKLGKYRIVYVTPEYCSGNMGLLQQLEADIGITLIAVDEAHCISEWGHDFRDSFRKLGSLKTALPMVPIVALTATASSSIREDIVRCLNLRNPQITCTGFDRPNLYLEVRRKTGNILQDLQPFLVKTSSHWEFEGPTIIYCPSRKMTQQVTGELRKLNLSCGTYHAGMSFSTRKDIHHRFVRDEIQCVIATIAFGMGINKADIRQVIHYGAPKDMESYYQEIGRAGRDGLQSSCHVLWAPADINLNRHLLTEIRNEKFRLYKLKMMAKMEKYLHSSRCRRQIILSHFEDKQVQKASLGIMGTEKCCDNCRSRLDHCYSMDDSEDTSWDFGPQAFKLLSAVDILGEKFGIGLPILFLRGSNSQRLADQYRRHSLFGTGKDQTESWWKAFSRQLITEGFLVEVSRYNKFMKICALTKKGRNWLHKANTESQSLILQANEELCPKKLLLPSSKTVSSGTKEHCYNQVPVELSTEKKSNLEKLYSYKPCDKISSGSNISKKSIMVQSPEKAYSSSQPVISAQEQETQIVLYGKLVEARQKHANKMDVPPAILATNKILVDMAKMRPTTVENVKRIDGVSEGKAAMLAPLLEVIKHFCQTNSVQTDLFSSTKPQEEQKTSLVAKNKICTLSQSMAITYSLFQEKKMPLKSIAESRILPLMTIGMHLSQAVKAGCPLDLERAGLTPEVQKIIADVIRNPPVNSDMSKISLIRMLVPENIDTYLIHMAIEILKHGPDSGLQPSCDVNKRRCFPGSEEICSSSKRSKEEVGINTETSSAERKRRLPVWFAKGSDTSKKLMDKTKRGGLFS
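WRN at 20 nM final preincubated with compound 15 min at room temperature; reaction started with 100 nM fluorophore/quencher forked duplex oligonucleotide and 2 mM ATP final. Unwinding followed kinetically by red fluorescence (ex 525, em 598 nm).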
EPAC1 agonist: activates human EPAC1 exchange factor | EPAC1 agonist qHTS, biochemical assay; response scale: 100% = response to 6.5 mM cAMP | O95398 | 360,000 tested, 0.073% active | Potency, µM (titrated, usually from 154 µM), inactives show top-dose activation, hits mostly activators; further: potency means the concentration at half of the fitted maximal effect; nearly all actives have a fitted effect of over 60% in size
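Nucleotide exchange assay: 100 nM EPAC1 with 250 nM Rap1B loaded with BODIPY-GDP and 50 uM GDP, room temperature. Fluorescence (480/540 nm) read every 5 min for 30 min; signal change normalized to 6.5 mM cAMP as full agonist.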
IL2 activator: IL-2 activation; IL-2 activation reporter assay, cell-based qHTS; stimulated with anti-CD3/CD4/CD28 beads; in transgenic mouse T cells; activation, % (series mostly up to about 46 µM); 360,000 tested, 0.065% active; in the data active means activation above about 50%; inconclusive means mostly about 30% to 49%; further: 0% is about no effect
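Readout is EGFP and DsRed signal by fluorescent plate cytometry after 18 h at 37 degrees C. Transgenic mouse T cells (750/well) received compound for 60 min before bead stimulation (anti-CD3, anti-CD4, anti-CD28); memory T cells served as non-tolerant control.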
EPAC2 ag: agonists of human EPAC2 (RAPGEF4); Q8WZA2; EPAC2 activation, biochemical qHTS; response scale: 100% = 6.5 mM cAMP response; Potency, µM (highest dose often 154 µM), without a hit: at the highest dose activation, hits mostly activators; 360,000 tested, 0.079% active; AID 720711; further: potency means the concentration at half of the fitted maximal effect; nearly all actives have a fitted effect of over 50% in size
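In this primary screen, activation is scored as increased exchange of BODIPY-GDP from Rap1B by 100 nM EPAC2, with 50 uM GDP as competitor. Signal is normalized to the 6.5 mM cAMP agonist control.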
CCT chaperon mod: modulators of cytosolic chaperonin (CCT/TRiC) activity; purified chaperonin ATPase assay, HTRF ADP detection, 30 min; activity change, % (concentration not given with the values), hits read low; 360,000 tested, 0.3% active; AID 651819; in the data active means activity change below about -30%; further: on the % scale 0 is the no-effect control and ±100 the full control effect
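We incubate TRiC, 40 or 20 nM final, with library compounds at 76 uM and 10 uM ATP for 30 min at 37 °C. ADP formed is detected with Transcreener HTRF reagents after 30 min at room temperature.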
PI5P4Ka inh: inhibitors of human PI5P4K alpha | max response, % | PI5P4Kalpha enzyme, ADP-Glo luminescence, 60 min; hits give low values | 330,000 tested, 1.2% active | P48426; active means max response of -50% or lower; inconclusive means between -30% and -50%; inactive means -30% or higher; further: value at the top dose of about 77 µM; on the % scale 0 is the no-effect control and ±100 the full control effect
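Enzyme plus substrate dispensed, test compounds pinned in, then ATP (5 microM final) added. After 60 min at RT, ADP-Glo reagent 1 for 45 min and reagent 2 for 30 min preceded luminescence imaging.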
PLK1 PBD inh: blocks phosphopeptide binding to human PLK1 polo-box domain; Plk1 PBD binding of FITC phosphopeptide, fluorescence polarization; Potency, µM, without a hit: max response, negative = inhibition, hits mostly inhibitors; 360,000 tested, 2.8% active; further: potency means the concentration at half of the fitted maximal effect; series mostly up to about 57 µM; on the % scale 0 is the no-effect control and ±100 the full control effect; nearly all actives have a fitted effect of over 65% in size
Numbers without * were called inactive; ? = inconclusive; . = not tested or not shown; & = joins results of further samples; [ ] = another dose, or the depositor's remark. Unless noted, the call rests on the fitted dose curve; in most records, active means well fitted curve in the direction sought with a large enough effect; inconclusive means small, poorly fitted or top-dose-only effect, or another doubt; inactive means no such curve, though single readings can be large; an effect the other way counts as inactive or inconclusive. This is a subset. The share of hits here may be higher or lower than overall.

SMILES | EPAC1 antagonist | WRN helicase inh | EPAC1 agonist | IL2 activator | EPAC2 ag | CCT chaperon mod | PI5P4Ka inh | PLK1 PBD inh
CCOC(=O)C(C)Oc1cccc2c(=O)n(CC(=O)Nc3cccc(OC)c3)ccc12 (stereo not drawn) | -19% | 2% | -12% | -1.5 | -4% | -1.8 | 4 | 4%
COC(=O)c1ccccc1NC(=O)c1ccc(-c2ccccc2F)o1 | -4% | -2% | 9% | 2.3 | 7% | 0.4 | . | -8%
O=C1CCN(C2CCN(Cc3nc(Cc4ccccc4F)no3)CC2)CCN1 | 1% | 3% | -2% | -2.0 | -5% | -0.7 | 3 | -12%
Cc1cc(Br)cn2c(Cc3cccc(F)c3)c(-c3ccccc3)nc12 | 1% | -7% | -8% | 0.6 | 2% | -1.8 | -7 | -5%
Cc1cccc(C(=O)N/N=C2/SCC(=O)N2Cc2ccccc2)c1 | 8% | -7% | -3% | -0.7 | 2% | 0.3 | 9 | 4%
CCCN1CCN(CCCNC(=O)Cn2nc(-c3ccc(Cl)cc3)ccc2=O)CC1 | 22% | -10%[57.1 µM] | 6% | -0.6 | 6% | 0.3 | -3 | 8%
O=C(COC(=O)Cn1cnc2ccccc2c1=O)Nc1ccc(Cl)c(C(F)(F)F)c1 | -12% | -2% | -14% | -0.7 | -7% | -7.4 | 23 | 3%
Clc1cnc(N/N=C/c2ccncc2)c(Cl)c1 | -6% | 0% | 0% | 0.3 | 5% | 0.3 | 4 | 0%
Oc1cccc(N2Cc3ccccc3C2)c1 | 0% | -2% | 6% | -0.7 | 4% | -1.3 | ? | -17%
CC(=O)c1cccc(NC(=S)NC2CC2)c1 | -13% | -4% | 1% | 0.1 | -1% | -1.2 | 3 | -6%
CCOC(=O)N1CCN(C(=O)c2ccc3c(c2)N(Cc2ccc(F)cc2)CCS3)CC1 | -12% | -3% | 8% | -3.2 | 7% | -0.3 | 7 | 2%
Clc1cccc(Cc2c(-c3cccc(Br)c3)nc3c4ccccc4ccn23)c1 | -3% | 3% | -7% | 0.2 | 7% | -0.7 | 2 | 1%
O=C(Nc1ccccc1C(=O)O)c1ccccc1 | 8% | -9% | 0% | -0.2 | 5% | -1.4 | . | -2%
CC(=O)c1ccc(NC(=O)CN2CCOCC2)cc1 | -7% | 8% | -4% | 1.4 | 1% | -1.5 | 0 | -4%
Cc1ccccc1NS(=O)(=O)CCCCC(Cl)(Cl)Cl | -16% | -9%[57.1 µM] | -9% | 0.6 | 14% | 0.4 | 1 | -6%
Cc1ccc(S(=O)(=O)N2C=CC(C(F)(F)F)=NCC2)cc1 | -10% | -3% | -1% | 2.5 | -2% | -0.5 | 7 | -3%
CCN1C(=O)C(O)(CC(=O)c2c(C)coc2C)c2ccccc21 (stereo not drawn) | -23% | 5% | 2% | -0.3 | 1% | 0.9 | -6 | -13%
CC1CC(=O)Nc2ccccc2N1C(=O)CSc1ccc2ccccc2n1 (stereo not drawn) | -16% | -32% | 1% | 0.9 | 0% | -1.9 | 3 | -20%
CSCC[C@@H](CO)NC(=O)[C@H]1O[C@@H](n2ccc(=O)[nH]c2=O)[C@H](O)[C@@H]1O | -3% | 1% | 5% | 0.9 | 14% | 0.9 | 3 | -8%
Cc1nnc(SCC(=O)Nc2ccc(F)cc2F)n(N)c1=O | 7% | -1% | 8% | 1.3 | 3% | -1.1 | 1 | 3%

Molecules from the list above that have four or more nitrogen atoms, in the order listed:
SMILES | EPAC1 antagonist | WRN helicase inh | EPAC1 agonist | IL2 activator | EPAC2 ag | CCT chaperon mod | PI5P4Ka inh | PLK1 PBD inh
O=C1CCN(C2CCN(Cc3nc(Cc4ccccc4F)no3)CC2)CCN1 | 1% | 3% | -2% | -2.0 | -5% | -0.7 | 3 | -12%
CCCN1CCN(CCCNC(=O)Cn2nc(-c3ccc(Cl)cc3)ccc2=O)CC1 | 22% | -10%[57.1 µM] | 6% | -0.6 | 6% | 0.3 | -3 | 8%
Clc1cnc(N/N=C/c2ccncc2)c(Cl)c1 | -6% | 0% | 0% | 0.3 | 5% | 0.3 | 4 | 0%
Cc1nnc(SCC(=O)Nc2ccc(F)cc2F)n(N)c1=O | 7% | -1% | 8% | 1.3 | 3% | -1.1 | 1 | 3%

Other records follow.
SMILES | EPAC1 antagonist | WRN helicase inh | EPAC1 agonist | IL2 activator | EPAC2 ag | CCT chaperon mod | PI5P4Ka inh | PLK1 PBD inh
O=C(OCC(=O)c1ccc(Cl)s1)c1cncc(Br)c1 | -8% | -1% | 3% | 0.6 | 0% | -3.5 | -27 | -18%
CCCCN1C(=O)/C(=C(/C#N)C(N)=O)c2ccccc21 | 16% | 23% | -1% | 0.2 | 1% | 0.6 | 0 | -17%
COc1ccc(C)c(Cn2c(-c3nonc3N)nc3ccccc32)c1 | -16% | -4% | 0% | 0.4 | -7% | 1.8 | 23 | -3%
COc1ccc(-c2cnc(C(O)c3ccc(C(C)(C)C)cc3)[nH]2)cc1 (stereo not drawn) | -12% | 3%[57.1 µM] | -10% | -0.6 | -4% | -0.6 | 0 | 4%
O=C(CSc1nc2scc(-c3ccco3)c2c(=O)n1-c1ccccc1)N1CCOCC1 | 3% | -3% | 3% | 2.8 | -6% | -2.4 | . | -4%
COC(=O)c1cc(S(=O)(=O)N(C)Cc2ccco2)c[nH]1 | 14% | 3% | -7% | 1.8 | -7% | 1.4 | 4 | 2%
Cc1nnc2n(C)c(=O)c3c4c(sc3n12)COC(C)(C)C4 | -4% | -22% | -6% | 4.3 | 14% | 1.8 | 4 | -5%
O=C(NCC1CCCO1)C1CC1(c1ccccc1)c1ccccc1 (stereo not drawn) | -11% | 1% | 0% | 0.8 | 0% | -1.5 | -5 | 5%
CN(C)c1cccc2c(S(=O)(=O)N3CCCC3)cccc12 | 9% | -10% | 5% | 0.0 | 11% | 1.9 | -3 | -2%
CC(=O)Nc1ccc(S(=O)(=O)NCC(=O)OCc2cc(=O)oc3ccc4ccccc4c23)cc1 | ? | -11% | -1% | -1.5 | -8% | 2.3 | -3 | -19%
Cc1ccc(NC(=O)CN(C)C(=O)COC(=O)C(C)(C)Oc2ccc(Cl)cc2)cc1 | -25% | -9% | 8% | -1.2 | 0% | -0.6 | 7 | 8%
Cc1cc(C=O)c(C)n1-c1ccc(Oc2ccc([N+](=O)[O-])cn2)cc1 | 6% | -5% | -4% | -1.0 | -8% | 0.9 | 6 | 1%
Cc1ccc(-c2cc3c(n2-c2ccc(C(=O)O)cc2)CCCC3=O)cc1 | 11% | -20% | 8% | -0.4 | 11% | -1.1 | -78* | 4%
CCC(=O)c1ccc(OCC(=O)OCC(=O)N(C)CC(=O)Nc2ccc(F)cc2)cc1 | 11% | -6% | 2% | -5.6 | -1% | -3.4 | -3 | -2%
O=C(COC(=O)/C=C/c1cccc(F)c1)NC1CCCCCC1 | -8% | -1% | -2% | 1.7 | -5% | 0.5 | 2 | 23%
O=C(CCn1nc(-c2ccc(Cl)cc2)ccc1=O)NCc1cccnc1 | 10% | 4% | -5% | -1.5 | -5% | -0.6 | . | -6%
COc1cccc(N2C(=O)CC(N3CCN(C(=O)c4ccco4)CC3)C2=O)c1 (stereo not drawn) | 11% | 2% | -4% | -2.7 | -5% | 2.4 | 4 | -3%
Fc1ccc(NC(=S)Nc2cccc3cnccc23)cc1 | -5% | -20% | 11% | 0.2 | 0% | -0.1 | 7 | ?
CCn1c(SCC(=O)N/N=C/c2ccncc2)nc2ccccc21 | -19% | -8% | 3% | 0.6 | 7% | -2.2 | -5 | -3%
COc1ccc(C2CC(c3cccs3)=NN2c2ccc(C=O)cc2)cc1 (stereo not drawn) | 109%[activator] | -16% | 89µM* | 4.2 | 14% | 2.0 | 9 | -2%
CCOc1ccc(C(=O)CN2CCN(S(=O)(=O)c3ccc(Cl)cc3)CC2)cc1 | 3% | -13% | 12% | 0.5 | 7% | 3.2 | 1 | -11%
COCCNC(=O)C1CCC(Cn2c(=S)[nH]c3ccccc3c2=O)CC1 (stereo not drawn) | -17% | -11% | -4% | -1.2 | 6% | -1.4 | 8 | -8%
COc1ccc(N2CCN(C3CCCN(Cc4ccc(F)cc4Cl)C3)CC2)cc1 (stereo not drawn) | 9% | 0% | 8% | 0.9 | 12% | -1.5 | 6 | -12%
CCn1c(COc2ccccc2C)nnc1SCC(=O)NC1CCCC1 | -1% | -3% | 1% | -1.9 | 3% | -2.4 | 0 | -4%
COc1cccc(NC(=O)COC(=O)c2c(C)nn(-c3ccccc3)c2C)c1 | -12% | 0% | 8% | 0.5 | 16% | 0.2 | 7 | -10%
COc1ccc(CC(=O)NC(C)CCc2ccccc2)cc1 (stereo not drawn) | -21% | -3% | 0% | 0.6 | 8% | 3.2 | 7 | -5%
O=C(c1cccn(Cc2ccc(C(F)(F)F)cc2)c1=O)N1CCOCC1 | -10% | -6%[57.1 µM] | -1% | 0.5 | 8% | -6.8 | -4 | 27µM*
c1cnc(N2CCN(Cc3ccc4c(c3)OCO4)CC2)nc1 | 8%&14% | -3%&4% | -16%&-10% | -0.1&0.1 | 0%&4% | -1.0&-0.9 | -5&-5 | 0%&-3%
CCN1CCN(C(C(=O)NC2CCCCC2)c2cc3ccccc3o2)CC1 (stereo not drawn) | 4% | 6% | 2% | 0.0 | 4% | -1.6 | 6 | -6%
CCc1nc2c(OCc3ccc(F)cc3)cccn2c1N(C)C(=O)c1ccc(C)cc1 | -30% | -15% | -6% | 0.7 | 4% | 1.1 | 2 | -10%
COc1ccc(NC(=O)c2ccc3c(c2)S(=O)(=O)c2ccccc2C3=O)cc1 | -23% | 9% | -7% | -3.9 | 5% | -0.6 | 0 | -7%
Cc1ccc(S(=O)(=O)Nc2ccc(-c3nnc(SCC#N)n3C)cc2)cc1 | -12% | -2% | 9% | 3.3 | -1% | -1.7 | -1 | 0%
O=C(COc1ccccc1)NCc1ccc(-n2cccc2)cc1 | -6% | -20% | 5% | -3.2 | 5% | 0.0 | -3 | -14%

Sorted by the number under PI5P4Ka inh (smallest number first): 3 of the compounds above.
| SMILES | EPAC1 antagonist | WRN helicase inh | CCT chaperon mod | PI5P4Ka inh | PLK1 PBD inh |
| --- | --- | --- | --- | --- | --- |
| O=C(COc1ccccc1)NCc1ccc(-n2cccc2)cc1 | -6% | -20% | 0.0 | -3 | -14% |
| CCN1CCN(C(C(=O)NC2CCCCC2)c2cc3ccccc3o2)CC1 (stereo not drawn) | 4% | 6% | -1.6 | 6 | -6% |
| COc1ccc(CC(=O)NC(C)CCc2ccccc2)cc1 (stereo not drawn) | -21% | -3% | 3.2 | 7 | -5% |
